# TLR9-MyD88 inh = inhibitors of TLR9-MyD88 association in cells, primary screen, cell-based, CHO, BLA complementation, fluorescence; AID 504734, 2011; CCF4 FRET ratio; inhibition, % at 4.98 µM; actives 0.21% (n = 340,000); Toll-like receptor 9 (Homo sapiens) + Myeloid differentiation primary response protein …;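 active means inhibition above the mean over all tested compounds plus 3 SD, cut at about 21% in these data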;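 further: 0% = DMSO only wells and 100% = clavulanate BLA inhibitor control wells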
# NCOA2 inhibitor = inhibition of GAL4-SRC2 driven luciferase reporter, primary screen, SRC2 inhibitor project, cell-based, luminescence. Nuclear receptor coactivator 2 (Homo sapiens), Q15596. HEK293 GAL4-SRC2 luciferase reporter. inhibition, % at 9 µM. actives 0.17% (n = 370,000). AID 651957, 2012;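 active means inhibition above the mean inhibition of all tested compounds plus 3 SD, set per campaign, cut at about 52% in these data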;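 further: 0% = DMSO treated cells and 100% = cells given Gossypol at 36 µM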
# Target sequence (Q15596 whole entry, looked up, the tested form may be a part): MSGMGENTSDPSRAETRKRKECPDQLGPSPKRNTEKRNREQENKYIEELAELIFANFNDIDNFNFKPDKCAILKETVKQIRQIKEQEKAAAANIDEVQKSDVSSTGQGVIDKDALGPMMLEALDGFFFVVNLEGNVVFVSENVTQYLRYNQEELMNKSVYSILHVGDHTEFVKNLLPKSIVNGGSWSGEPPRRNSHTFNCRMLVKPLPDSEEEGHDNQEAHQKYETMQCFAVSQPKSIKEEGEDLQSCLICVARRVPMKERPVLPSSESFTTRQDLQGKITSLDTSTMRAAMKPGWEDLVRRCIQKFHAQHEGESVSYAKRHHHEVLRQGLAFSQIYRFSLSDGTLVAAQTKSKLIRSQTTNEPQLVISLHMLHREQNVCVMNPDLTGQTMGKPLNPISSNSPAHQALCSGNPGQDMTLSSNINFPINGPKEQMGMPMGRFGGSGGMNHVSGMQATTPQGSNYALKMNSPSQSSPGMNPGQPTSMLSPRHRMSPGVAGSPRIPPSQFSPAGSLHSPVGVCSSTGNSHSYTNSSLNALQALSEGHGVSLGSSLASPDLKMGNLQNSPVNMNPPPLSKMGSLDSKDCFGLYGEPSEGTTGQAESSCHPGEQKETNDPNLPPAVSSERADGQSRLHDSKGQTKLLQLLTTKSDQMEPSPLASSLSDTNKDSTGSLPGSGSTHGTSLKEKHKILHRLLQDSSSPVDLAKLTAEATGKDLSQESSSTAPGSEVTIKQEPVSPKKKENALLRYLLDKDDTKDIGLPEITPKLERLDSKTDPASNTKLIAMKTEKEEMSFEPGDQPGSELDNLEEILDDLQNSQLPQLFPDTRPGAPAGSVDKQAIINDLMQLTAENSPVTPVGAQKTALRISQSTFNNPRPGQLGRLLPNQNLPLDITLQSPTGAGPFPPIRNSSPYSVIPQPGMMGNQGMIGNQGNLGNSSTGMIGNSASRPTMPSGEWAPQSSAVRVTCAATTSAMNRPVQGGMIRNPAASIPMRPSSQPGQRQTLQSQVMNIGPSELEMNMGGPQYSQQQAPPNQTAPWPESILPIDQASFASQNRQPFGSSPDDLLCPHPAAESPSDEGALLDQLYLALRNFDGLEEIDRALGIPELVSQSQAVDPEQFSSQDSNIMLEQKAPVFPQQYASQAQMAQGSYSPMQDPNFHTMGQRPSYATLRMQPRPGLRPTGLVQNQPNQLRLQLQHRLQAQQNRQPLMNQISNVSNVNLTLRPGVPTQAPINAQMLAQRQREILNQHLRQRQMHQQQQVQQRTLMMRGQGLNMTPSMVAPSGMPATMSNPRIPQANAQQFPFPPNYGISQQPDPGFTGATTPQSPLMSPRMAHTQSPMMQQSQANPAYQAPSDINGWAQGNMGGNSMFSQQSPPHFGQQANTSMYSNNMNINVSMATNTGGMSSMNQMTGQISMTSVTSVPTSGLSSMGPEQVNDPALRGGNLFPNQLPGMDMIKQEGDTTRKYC
# NR5A2 inv ag = LRH-1 (NR5A2) inverse agonists, primary screen, cell-based, luminescence, HEK293T, StAR-luciferase reporter; Nuclear receptor subfamily 5 group A member 2 (Homo sapiens), O00482; actives 0.13% (n = 360,000); LRH-1 transfected, 24 h; AID 602396, 2012; inhibition, % at 3.6 µM;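 active means inhibition above the mean inhibition of all tested compounds plus 3 SD, cut at about 73% in these data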;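 further: 0% = DMSO wells and 100% = reporter-only cells lacking LRH-1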
# TROY signal inh = inhibitors of TROY-driven NF-kB signaling, primary screen, Q293 LMP1-TROYcd cells, NF-kB luciferase, uHTS | AID 1347056, 2019 | inhibition, % at 10 µM | actives 0.98% (n = 360,000) | Q293 LMP1-TROYcd NF-kB luciferase reporter, 4 h;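 active means compounds whose plate-normalised and pattern-corrected inhibition of the luciferase reporter signal at the single screening dose is 50% or more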
# LMP1 NFkB inh = EBV LMP1-driven NF-kappaB luciferase reporter inhibitors, primary screen, cell-based, luminescence, single point; LMP1-induced NF-kappaB luciferase reporter cells; inhibition, % at 12.5 µM; actives 0.69% (n = 350,000); AID 504558, 2011; in the data active means inhibition above about 41%;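 further: 0% = neutral control wells and 100% = reference inhibitor control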
# TWEAK Fn14 block = inhibitors of TWEAK-Fn14 signaling, primary screen, luciferase reporter cells, uHTS; TWEAK-stimulated Fn14 reporter cells, luciferase luminescence, 8 h; inhibition, % at 10 µM; actives 2% (n = 360,000); in the data active means inhibition above about 50%
# NR2F2 inh = NR2F2 transcriptional activity inhibitors, primary screen, cell-based, luciferase reporter, HEK293T, luminescence. COUP transcription factor 2 (Homo sapiens), P24468. HEK293T NGFI-A luciferase reporter. inhibition, % at 8.6 µM. actives 0.7% (n = 370,000). AID 686940, 2013;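 active means inhibition above a per-plate cutoff, mean inhibition of test wells between control levels plus 3 SD, cut at about 38% in these data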;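 further: cells cotransfected with COUP-TFII expression vector driving the NGFI-A reporter; 0% = median of COUP-TF2 test wells and 100% = reporter-only cells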
# SRC1 inh = SRC1 coactivator transcriptional activity inhibitors, primary screen, cell-based, luminescence. actives 0.12% (n = 360,000). HEK293 GAL4-SRC1 luciferase reporter. Nuclear receptor coactivator 1 (Homo sapiens), Q15788. AID 588354, 2011. inhibition, % at 3.6 µM;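 active means inhibition above the campaign mean plus 3 SD, with each screening campaign given its own cutoff, cut at about 60% in these data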;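 further: 0% = DMSO treated cells and 100% = gossypol at 36 µM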
# NCOA3 inh = SRC3 coactivator transcriptional activity inhibitors, primary screen, cell-based, luminescence. HEK293 GAL4-SRC3 luciferase reporter. inhibition, % at 3.6 µM. Nuclear receptor coactivator 3 (Homo sapiens), Q9Y6Q9. AID 588352, 2011. actives 0.17% (n = 360,000);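 active means inhibition above a per-campaign cutoff, the mean of all compounds plus 3 SD, cut at about 60% in these data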;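 further: 0% = DMSO-treated cells and 100% = gossypol-treated cells at 36 µM; higher means less SRC3-driven luciferase light from the GAL4 reporter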
# NOD2 RIPK2 PPI = NOD2-RIPK2 binding disruptors in cells, primary screen, fluorescence, CHO cells, BLA complementation; Receptor-interacting serine/threonine-protein kinase 2 (Homo sapiens), O43353; CCF4 ratio; inhibition, % at 4.98 µM; actives 0.38% (n = 360,000); in the data active means inhibition above about 21%;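 further: 0% = vehicle only and 100% = reference blocker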
# C8 TRAIL sens = viability loss with TRAIL in NB7+C8 cells, primary screen, TRAIL sensitizer project, cell-based, ATPlite luminescence. AID 624354, 2012. actives 1% (n = 360,000). inhibition (viability loss, TRAIL sensitization), % at 10 µM;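 active means compounds causing at least 50% loss of cell viability in the single-dose screen, relative to plate controls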
# * marks the source's active call; other numbers are inactive results; . = not tested or not shown. Only part of the results is shown; the hit share may differ from the screen's.
SMILES,TLR9-MyD88 inh,NCOA2 inhibitor,NR5A2 inv ag,TROY signal inh,LMP1 NFkB inh,TWEAK Fn14 block,NR2F2 inh,SRC1 inh,NCOA3 inh,NOD2 RIPK2 PPI,C8 TRAIL sens
CC(NC(=O)c1ccc(CS(=O)(=O)Cc2ccccc2F)o1)c1ccc2c(c1)OCCO2 (stereo unspecified),-10,18,12,-8,-3,-1,5,9,15,-1,-8
O=C(CSc1nc2ccccc2n1-c1ccccc1)NCC1CCCO1 (stereo unspecified),-5,0,5,3,-4,-1,-6,3,2,-14,16
CC(C)=CC(=O)OCC(=O)NC1CCCc2ccccc21 (stereo unspecified),-5,-3,-2,-11,6,-11,-8,-4,15,5,-10
NS(=O)(=O)c1ccc(NC(=S)Nc2cc(Cl)c(Cl)cc2Cl)cc1,6,-16,-19,6,-3,13,14,-7,9,5,-9
O=c1ccc(-c2nc3cc(Cl)ccc3n2Cc2ccccc2)c[nH]1,0,3,7,-10,-7,1,-8,-7,3,-5,-3
Cn1c(SCC(=O)Nc2ccc3c(c2)OCCO3)nnc1C1CC1,3,-19,-11,-2,-3,-2,-1,2,8,-2,-8
CC12CCC(O)CC1=CCC1C2CCC2(C)C3=NN=CC3CC12 (stereo unspecified),-4,3,7,47,2,19,13,13,-16,1,9
Cc1ccc(NC(=O)C(=O)c2cn(CC(=O)N3CCCCC3)c3ccccc23)cc1,-8,-5,-41,-52,-1,-5,7,-10,-39,-6,13
Cc1cccc(CS(=O)(=O)Cc2ccc(C(=O)NCc3cccnc3)o2)c1,1,-9,-9,-10,-2,-2,-6,-10,13,-1,-19
Cc1onc(-c2ccccc2)c1C(=O)NCCc1ccc(S(N)(=O)=O)cc1,5,8,-4,-10,-1,-6,-15,-31,-12,0,1
O=C(NCCSc1ncc(-c2ccc(F)cc2)[nH]1)c1ccco1,-8,-44,1,-27,-6,-3,-5,-8,-9,1,-7
COC[C@H]1CCCN1c1ccc2c(c1)O[C@H](COCc1ccccc1)CN([C@@H](C)c1ccccc1)S2(=O)=O,.,-7,3,8,.,10,-10,.,.,-13,2
CCCc1cc(=O)n2[nH]c(C)nc2n1,-1,-16,-46,-6,-4,6,5,-21,2,2,-1
Cc1ccccc1OCC(=O)OCC(=O)Nc1cc(S(C)(=O)=O)ccc1Cl,-4,-22,11,0,1,0,3,-4,10,0,-15
Cc1ccccc1Cn1cnc2c(oc3ccccc32)c1=O,-5,-7,-20,-37,2,10,-6,10,3,5,12
CC(C)(C)CC(=O)NC(=S)NCc1ccco1,-1,5,2,-13,2,5,-8,-53,11,-8,-3
CCCc1cc(=O)oc2c(CN3CCN(C)CC3)c(O)ccc12,2,-8,-5,-20,3,22,7,-7,9,-4,2
Cc1ccc(OCc2nnc(SCC(=O)Nc3cc(C)on3)n2C)cc1,-8,-7,-22,0,4,-9,-7,-5,-10,2,-9
Cc1ccc(S(=O)(=O)NC(C(=O)Oc2cc3oc(=O)cc(C)c3cc2Cl)C(C)C)cc1 (stereo unspecified),7,10,24,7,0,19,-18,5,10,-11,3
O=C1CCC(C(=O)N2CCN(c3ccccc3)CC2)CN1Cc1ccc(Cl)cc1 (stereo unspecified),-1,-8,-6,4,7,7,10,9,-4,4,0
CC1CC(C)CN(CCCSc2ccccc2)C1 (stereo unspecified),4,-36,2,18,-3,0,-22,2,-5,-4,-3
CC(=O)c1cc(NC(=O)c2ccc([N+](=O)[O-])cc2)c(=O)oc1C,-1,-30,-6,-2,4,2,-6,-12,19,-3,-6
CC(C)(C)C(=O)C1=C(O)C(=O)N(Cc2ccccc2)C1c1ccccc1Cl (stereo unspecified),-4,-8,21,13,10,-3,4,7,13,6,-1
Cc1ccc(Nc2nc(NCc3ccco3)c3ccccc3n2)cc1,2,-2,-76,70*,-11,85*,34,-68,-57,6,71*
O=C(COC(=O)c1cc(S(=O)(=O)N2CCOCC2)ccc1Cl)Nc1ccc2c(c1)OCO2,-5,18,13,9,3,-23,-16,1,22,-3,-5
O=C(Cc1ccccc1)NC(=S)Nc1ccc2oc(-c3ccccc3F)nc2c1,2,-23,-32,-41,-20,-5,-19,-16,-21,2,2
CCOC(=O)c1c(NC(=O)c2cccc([N+](=O)[O-])c2C(=O)O)sc2c1CCCC2,-7,9,10,4,-7,-2,-18,-16,-3,-7,6
Cc1nnc2sc(SCC(=O)Nc3nccs3)nn2c1=O,-1,14,-11,-1,8,-3,17,-14,-8,-11,3
C[C@@H]1CCCCO[C@@H](CN(C)CC2CCCCC2)[C@@H](C)CN([C@H](C)CO)C(=O)c2cc(NS(=O)(=O)c3ccc(Cl)cc3)ccc2O1,-2,16,-6,17,-14,2,7,-4,-13,-2,-2
O=C(O)c1ccc(-n2c(-c3cc(C4CC4)[nH]n3)n[nH]c2=S)cc1,0,-6,14,4,3,-2,-9,2,-4,-9,-11
C=CCC[C@@H](Cc1ccc(F)cc1)C(=O)OC[C@@H]1CCCN1C(=O)[C@H](CC=C)CC(=O)N[C@H](CO)Cc1ccccc1,-1,-3,-6,28,-5,13,-4,4,13,3,-16
O=C(CCc1ccccc1)NNc1ccc(F)cc1,5,-4,4,1,-17,-24,-4,9,32,6,-17
C[C@H](CO)N1C[C@H](C)[C@@H](CN(C)C(=O)Nc2ccc(C(F)(F)F)cc2)Oc2ccc(NC(=O)CCC(F)(F)F)cc2C1=O,3,13,17,-8,4,-1,-3,5,-9,-1,-3
C=CCOc1c(Cl)cc(C2NC(=O)NC(C)=C2C(=O)OC)cc1Cl (stereo unspecified),-3,23,12,5,-7,-6,8,-1,13,9,8
COc1ccc(-c2nnc(SCC(=O)NCCc3ccccc3)o2)cc1,-8,-20,-16,.,3,87*,2,7,3,-9,6
Nc1c(Cl)ncnc1NCc1ccccc1,-5,4,-15,15,7,-6,26,14,20,-15,10
CCOC(=O)c1c(NC(=O)c2ccoc2C)sc(C(=O)N(C)C)c1C,-2,-33,12,0,-1,0,4,-12,0,-6,-12
Cc1ccc(S(=O)(=O)N2CCC(C(=O)NCCC3=CCCCC3)CC2)cc1C,8,-18,-14,-38,-11,-16,-9,-10,-13,3,16
OCCNc1nc(-c2ccccc2)nc2c1oc1ccccc12,-4,16,25,-27,-6,6,1,-23,3,-13,8
O=C1NC[C@@H](CCCCN2CCN(CCc3ccc(O)cc3)C(=O)C2=O)N(CC2CCCCC2)C1=O,.,9,-17,-6,.,10,-10,.,.,2,4
CN(c1ccccc1)S(=O)(=O)c1cccc(NC(=O)c2cccc(C#N)c2)c1,-3,16,-4,46,3,42,18,0,18,-7,38
CCCN(C(=O)COC(=O)c1cc(CC)c(C)s1)c1c(N)n(Cc2ccccc2)c(=O)[nH]c1=O,-2,-1,12,-8,3,3,10,-2,3,4,10
CSc1ccccc1C(=O)Nc1cccc(N(C)S(C)(=O)=O)c1,8,19,7,-10,-3,-3,-10,-14,5,-15,8
O=C(NCc1cccs1)c1ccc(CS(=O)Cc2ccccc2Cl)o1 (stereo unspecified),-1,-19,-9,7,-8,-17,-2,12,10,8,-58
CCCn1ncc(CN2CCC(n3nccc3NC(=O)CCc3ccccc3)CC2)c1C,-17,6,-11,-5,-1,8,7,7,-5,-6,-13
CC(NC(=O)c1cccc(S(=O)(=O)N2CCCCCC2)c1)c1ccccc1 (stereo unspecified),0,16,1,10,-16,-12,24,-1,12,2,6
Cc1cc(NC(=O)c2ccccc2)nc2c1c(=O)oc1ccccc12,1,-14,-5,-14,8,5,11,-16,15,-1,-2
Cc1ccc(NC(=O)CN2CCN(c3ccccn3)CC2)c(Cl)c1,4,-7,0,-13,-7,-2,-12,-4,-4,7,-10
COCCNC(=O)c1ccccc1NC(=O)COc1ccccc1,6,-10,12,11,-8,-5,-7,0,10,5,47
O=C(Nc1ccccc1Oc1ccccc1)[C@@H]1O[C@H](CO)[C@H](O)[C@H](O)[C@H]1O,.,-9,-2,-3,.,-3,-15,0,-10,-2,-10

# Entries listed above shown as hits in TWEAK Fn14 block:
smiles	TLR9-MyD88 inh	NCOA2 inhibitor	NR5A2 inv ag	LMP1 NFkB inh	TWEAK Fn14 block	NR2F2 inh	SRC1 inh	NCOA3 inh	NOD2 RIPK2 PPI
Cc1ccc(Nc2nc(NCc3ccco3)c3ccccc3n2)cc1	2	-2	-76	-11	85*	34	-68	-57	6
COc1ccc(-c2nnc(SCC(=O)NCCc3ccccc3)o2)cc1	-8	-20	-16	3	87*	2	7	3	-9

# (next part)
SMILES,TLR9-MyD88 inh,NCOA2 inhibitor,NR5A2 inv ag,TROY signal inh,LMP1 NFkB inh,TWEAK Fn14 block,NR2F2 inh,SRC1 inh,NCOA3 inh,NOD2 RIPK2 PPI,C8 TRAIL sens
CCOC(=O)C(=O)Nc1cccc(C(=O)OCC)c1,-11,-1,5,-13,5,10,-2,17,20,3,3
Cc1ccc(C2OC(=O)c3ccccc32)cc1 (stereo unspecified),-15,14,13,-10,12,-24,5,2,7,-10,2
CN(C1CCS(=O)(=O)C1)S(=O)(=O)c1cccs1 (stereo unspecified),2,15,-14,15,2,4,-4,-13,17,4,5
CCN(CC)C(=O)Oc1cc(=O)n2c3c(cccc13)CCC2,3,-24,16,4,3,-2,-12,-5,14,-1,-3
CCOC(=O)Nc1ccc2c(c1)OCO2,-3,-71,-55,-49,-19,-5,-54,-60,-10,-1,-29
CN/C(=C/[N+](=O)[O-])NCCSCc1csc(CN(C)C)n1,-5,-10,14,4,10,5,23,1,2,-2,-14
COC(=O)C1=C(C)OC(N)=C(C#N)C1c1ccccc1F (stereo unspecified),-6,1,16,1,-2,7,23,3,-4,-10,-6
Cc1ccc(S(=O)(=O)N2CCN(C(=O)CC(C)n3nc(C)c(Cl)c3C)CC2)cc1C (stereo unspecified),-8,-2,6,23,-9,-3,-5,24,-10,-3,-4
COc1ccccc1CNC(=O)C(NS(=O)(=O)c1ccc2c(c1)OCCO2)C(C)C (stereo unspecified),-3,-28,1,6,5,-10,-2,-4,5,-5,-5
COc1cc(/C=C(\C#N)C(=O)Nc2cccc(C(=O)O)c2)ccc1OCc1ccc(F)cc1,-9,-58,-61,-33,-6,6,-6,-51,-41,2,5
O=C(c1cc(Br)c(Br)s1)N1CCOCC1,2,6,4,-3,0,-3,5,2,-7,-4,-10
CC(OC(=O)C1CCN(S(=O)(=O)c2ccccc2)CC1)C(=O)Nc1ncc(Cl)cc1Cl (stereo unspecified),-1,3,14,-2,-11,-5,7,-3,-3,-6,5

# Screening data: PubChem, several laboratories
